# Screening results: PubChem, The Scripps Research Institute Molecular Screening Center
# PAFAH1B3 inh – PAFAH1B3 enzyme inhibitors, primary screen, biochemical, fluorescence polarization, human | recombinant PAFAH1B3, FP-rhodamine probe | inhibition, % at 3.39 µM | hit rate 0.28% among 340,000 | AID 492972, 2010;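 active = inhibition above the screen-wide average of all tested compounds plus 3 SD, cut at about 25% in these data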;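 note: 0% = enzyme with DMSO only and 100% = wells lacking PAFAH1B3 protein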
# Target sequence (Q15102 whole entry, looked up): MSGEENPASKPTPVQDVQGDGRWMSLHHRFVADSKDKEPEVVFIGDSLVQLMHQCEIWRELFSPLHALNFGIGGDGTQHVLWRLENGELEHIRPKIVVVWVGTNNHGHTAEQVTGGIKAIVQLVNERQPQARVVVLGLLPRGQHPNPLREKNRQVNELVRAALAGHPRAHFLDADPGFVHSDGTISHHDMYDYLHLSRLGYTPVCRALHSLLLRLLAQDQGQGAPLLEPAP
# PAFAH1B2 inh – PAFAH1B2 enzyme inhibitors, primary screen, biochemical, fluorescence polarization, human | recombinant PAFAH1B2, FP-rhodamine activity probe | Platelet-activating factor acetylhydrolase IB subunit alpha2 (Homo sapiens), P68402 | inhibition, % at 3.39 µM | AID 492953, 2010 | hit rate 1.2% among 340,000;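 active = inhibition above the mean of all tested compounds plus 3 SD, cut at about 24% in these data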;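 note: 0% = enzyme with DMSO and 100% = wells lacking PAFAH1B2; many of its hits are not listed in these tables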
# Target sequence (P68402 whole entry, looked up): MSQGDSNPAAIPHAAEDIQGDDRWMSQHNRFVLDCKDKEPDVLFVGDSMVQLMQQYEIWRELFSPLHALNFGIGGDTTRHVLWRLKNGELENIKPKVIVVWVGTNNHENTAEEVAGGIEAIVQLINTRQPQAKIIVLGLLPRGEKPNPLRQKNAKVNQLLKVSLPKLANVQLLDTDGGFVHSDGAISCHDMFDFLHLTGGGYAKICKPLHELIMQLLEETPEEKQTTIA
# PAFAH2 inh – PAFAH2 enzyme inhibitors, primary screen, biochemical, fluorescence polarization, human; inhibition, % at 3.39 µM; hit rate 0.99% among 340,000; Platelet-activating factor acetylhydrolase 2, cytoplasmic (Homo sapiens), Q99487; recombinant PAFAH2, FP-rhodamine activity probe;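 active = inhibition above the mean over all tested compounds plus 3 SD, cut at about 30% in these data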;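 note: inhibitors block probe labeling of enzyme so polarization drops; 0% = enzyme with DMSO and 100% = wells lacking PAFAH2 protein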
# Numbers without * were called inactive. An excerpt. The share of hits here may be higher or lower than overall.
entry | Structure | PAFAH1B3 inh | PAFAH2 inh | PAFAH1B2 inh
1 | Nc1nnnn1-c1cccc([N+](=O)[O-])c1 | 3 | 3 | 5
2 | COCCNC(=O)Cc1c(C)c2cc3c(cc2oc1=O)OC(C)(C)CC3 | 6 | 8 | 3
3 | COc1ccc(NS(=O)(=O)c2cccc(C(=O)N/N=C/c3c(F)c(F)c(F)c(F)c3F)c2)cc1 | -5 | -9 | 2
4 | COc1ccccc1-c1c(C)oc2c(CN3CCCC(C)C3)c(O)ccc2c1=O (stereo not drawn) | 11 | -7 | 8
5 | CC(Oc1ccc(F)cc1)c1nnc(SCC(=O)N(c2ccccc2)C2CCS(=O)(=O)C2)o1 (stereo not drawn) | 0 | -5 | 4
6 | COc1cc(CC2C(=O)OCC2C(=O)c2ccc3c(c2)OCO3)cc(OC)c1OC (stereo not drawn) | 6 | -4 | 4
7 | COc1ccc(OC)c(NC(=O)C2CC(=O)N(CCc3ccc(F)cc3)C2)c1 (stereo not drawn) | 4 | 12 | -3
8 | O=C(N/N=C\c1ccccc1F)c1ccc(-c2ccccc2)cc1 | 3 | -1 | 0
9 | CCOc1ccc(-n2nc3ccc(NC(=O)CC)cc3n2)cc1 | 6 | -5 | -4
10 | COc1ccc(Nc2nnc(SCC(=O)Nc3cc(C)on3)s2)cc1 | 2 | -1 | 1
11 | Cc1ccccc1C(=O)N1CCC2CC1c1cc(Cl)ccc12 (stereo not drawn) | 13 | -9 | 12
12 | Cc1nc(C(=O)N2CCCC(C(=O)c3cccc(OC(C)C)c3)C2)cs1 (stereo not drawn) | -2 | 1 | -4

# Copied from above: compounds 1 to 12
entry | Structure | PAFAH1B3 inh | PAFAH2 inh | PAFAH1B2 inh
1 | Nc1nnnn1-c1cccc([N+](=O)[O-])c1 | 3 | 3 | 5
2 | COCCNC(=O)Cc1c(C)c2cc3c(cc2oc1=O)OC(C)(C)CC3 | 6 | 8 | 3
3 | COc1ccc(NS(=O)(=O)c2cccc(C(=O)N/N=C/c3c(F)c(F)c(F)c(F)c3F)c2)cc1 | -5 | -9 | 2
4 | COc1ccccc1-c1c(C)oc2c(CN3CCCC(C)C3)c(O)ccc2c1=O (stereo not drawn) | 11 | -7 | 8
5 | CC(Oc1ccc(F)cc1)c1nnc(SCC(=O)N(c2ccccc2)C2CCS(=O)(=O)C2)o1 (stereo not drawn) | 0 | -5 | 4
6 | COc1cc(CC2C(=O)OCC2C(=O)c2ccc3c(c2)OCO3)cc(OC)c1OC (stereo not drawn) | 6 | -4 | 4
7 | COc1ccc(OC)c(NC(=O)C2CC(=O)N(CCc3ccc(F)cc3)C2)c1 (stereo not drawn) | 4 | 12 | -3
8 | O=C(N/N=C\c1ccccc1F)c1ccc(-c2ccccc2)cc1 | 3 | -1 | 0
9 | CCOc1ccc(-n2nc3ccc(NC(=O)CC)cc3n2)cc1 | 6 | -5 | -4
10 | COc1ccc(Nc2nnc(SCC(=O)Nc3cc(C)on3)s2)cc1 | 2 | -1 | 1
11 | Cc1ccccc1C(=O)N1CCC2CC1c1cc(Cl)ccc12 (stereo not drawn) | 13 | -9 | 12
12 | Cc1nc(C(=O)N2CCCC(C(=O)c3cccc(OC(C)C)c3)C2)cs1 (stereo not drawn) | -2 | 1 | -4

# Next records.
entry | Structure | PAFAH1B3 inh | PAFAH2 inh | PAFAH1B2 inh
13 | CCOC(=O)c1ccc(C(=O)NNC(=O)C2C3C=CC(C3)C2C(=O)O)cc1 (stereo not drawn) | 7 | -9 | -2
14 | C=CCNC(=S)N/N=C/c1ccc(C(C)(C)C)cc1 | 11 | -5 | 7
15 | O=C(c1ccccc1)N(c1ccccc1)c1ccccc1O | 6 | -3 | 21
16 | O=C(COC(=O)c1ccc(O)cc1O)NC(=O)Cc1ccccc1 | 9 | 1 | 6
17 | O=S(=O)(Nc1cccnc1)c1cccnc1 | 3 | -3 | 0
18 | CCN(CC)CCCn1c(C)cc2c(c1=O)C(c1cccc(Cl)c1)C(C#N)=C(N)O2 (stereo not drawn) | 9 | -1 | -4
19 | CN1OC[C@@H]2CN(Cc3ccccc3)[C@H](c3cccc(N4CCOCC4)c3)C[C@@H]21 | 0 | 0 | 6
20 | CCc1c(Nc2ccccc2Cl)nc(N)[nH]c1=O | 11 | -2 | 3
21 | CC(=O)OC1CC[C@@]2(C)C(CCC3C2CC(=O)[C@@]2(C)C3CC3CC(C)=CC(=O)C32)C1 (stereo partly drawn) | 2 | 2 | 3
22 | CC1CN(C)CCC1OC(=O)c1ccccc1 (stereo not drawn) | 4 | -3 | -3
23 | CC(=NO)c1ccc2c(c1)C(=NO)c1ccccc1-2 | 6 | -2 | 2
24 | CCNc1nc(SCC(N)=O)nc2sc3c(c12)CCN(C)C3 | 2 | -9 | 3
25 | O=S(=O)(Cc1ccccc1)NC1c2ccccc2Oc2ccccc21 | 3 | 4 | 9
26 | Cc1ccccc1NS(=O)(=O)c1ccc(C(=O)NCC2(N3CCOCC3)CCCCC2)cc1 | 7 | -2 | 6
27 | CCOc1ccccc1C(=O)NC(C(=O)N(C)c1c(N)n(Cc2ccccc2)c(=O)[nH]c1=O)C(C)C (stereo not drawn) | 10 | -4 | 3
28 | CC1CCc2c(sc(NC(=O)c3noc4c3CCCC4)c2C(N)=O)C1 (stereo not drawn) | -1 | 10 | 5
29 | COc1cc(/C=C2\SC(c3ccccc3)=NC2=O)cc(Cl)c1O | 6 | 16 | 7
30 | Cc1ccc2c(c1)C1(C(=O)N2)N2CCCC2C(C(=O)c2ccc3ccccc3c2)C12C(=O)Nc1ccccc12 (stereo not drawn) | 2 | -6 | -2
31 | Cc1ccc2nc(NCCc3ccccc3)c3nncn3c2c1 | -7 | 2 | 1
32 | CC(=O)OCC(=O)C1(O)CCC2C3CCC4C(OC(C)=O)C(=O)CCC4(C)C3C(=O)CC21C (stereo not drawn) | 4 | 3 | 0
33 | COc1ccc(C(=O)N/C(=C/c2ccc(Cl)cc2)C(=O)Nc2ccc(C(=O)O)cc2)cc1 | 1 | 10 | 5
34 | CC1CC(=O)Nc2ccccc2N1 (stereo not drawn) | -6 | 4 | 0
35 | Cc1ccc(C2C(C(=O)c3cc4ccccc4o3)=C(O)C(=O)N2CCN(C)C)o1 (stereo not drawn) | 5 | 3 | 2
36 | CCCCn1c(N)c(N(CC(C)C)C(=O)c2ccc(OC)c(S(=O)(=O)N3CCOCC3)c2)c(=O)[nH]c1=O | 3 | 6 | 3
37 | COCCNc1ncnc2c1nc1n2CCCC1 | 10 | -1 | 4
38 | O=C(CN1C(=O)C2CCc3[nH]c4ccccc4c3C2C1=O)N1CCCC1 (stereo not drawn) | 3 | 4 | 6
39 | CC(CCc1ccccc1)NC(=O)CNC(=S)N(Cc1cccs1)C1CCCC1 (stereo not drawn) | 3 | 6 | 16
40 | COc1ccc(C2/C=C\CN(S(=O)(=O)c3ccc(-c4ccccc4)cc3)CC(=O)N2Cc2ccc(F)cc2)cc1 (stereo not drawn) | 8 | 3 | 1
41 | COn1c(C)c(C)c2c3nonc3ccc21 | 4 | 10 | 4
42 | C=CCOn1c(=O)c(-c2ccc(Cl)cc2)[n+]([O-])c2ccccc21 | 6 | 0 | 3
43 | CCCCn1cnc2c(SCc3ccc(Br)cc3)nc(N)nc21 | 1 | -2 | 13
44 | CCOC(=O)C1=C(COC(=O)CSc2ccc(C)cc2C)NC(=O)NC1C (stereo not drawn) | 7 | 4 | 7
45 | CCOc1ccc(N(CC(=O)NC2CCCC2)C(=O)Cn2nnc(-c3ccc(C)o3)n2)cc1 | 1 | -6 | 1
46 | COc1ccc(NC(=O)c2cc3c(CO)cnc(C)c3oc2=Nc2cccc(C)c2)c(OC)c1 | 8 | 1 | 6
47 | C=CC[n+]1cccc(-c2cc3ccc(C)cc3[nH]2)c1 | 10 | 1 | 2
48 | CC(C)(C)c1ccc(S(=O)(=O)Nc2ccc(C(=O)N3CCCC3)cc2)cc1 | 3 | 16 | 11

# Values in list order from the entries so far.
# PAFAH2 inh, compounds 42–47, in order: 0, -2, 4, -6, 1, 1

# Following part
entry | Structure | PAFAH1B3 inh | PAFAH2 inh | PAFAH1B2 inh
49 | CN(C(=O)c1ccc(NC(=O)Cc2cccc(NC(=O)C3CCCN(C(=O)C4CC4)C3)c2)cc1)C1CC1 (stereo not drawn) | 1 | 12 | 0
50 | CC(=O)NCC(=O)N1CCC(n2nccc2NC(=O)CCCc2ccccc2)CC1 | 5 | 1 | 4
51 | COc1cc2c(c(OC)c1OC)-c1ccc(NC(=O)c3ccccc3)c(=O)cc1[C@@H](NC(C)=O)CC2 | 13 | 2 | 6
52 | O=S(=O)(NCCc1ccc(F)cc1)c1cc(C(F)(F)F)ccc1Br | 9 | -9 | 16
53 | Cc1ccccc1-c1cc(C(=O)N/N=C/c2cccnc2)c2ccccc2n1 | 4 | -7 | -1
54 | CC(=O)c1ccc(NC(=O)Nc2ccc(S(=O)(=O)N3CCCC3)cc2)cc1 | -14 | -29 | -5
55 | Nc1nc(SCC(=O)N2N=C3/C(=C\c4ccco4)CCCC3C2c2ccco2)n[nH]1 (stereo not drawn) | 8 | 7 | 4
56 | O=C(CCSCCC(=O)NN=Cc1ccccc1O)NN=Cc1ccccc1O | 2 | -6 | 11
57 | CC(NC(=O)CSC(=S)N(C)C)C12CC3CC(CC(C3)C1)C2 (stereo not drawn) | -4 | 11 | 17
58 | COC(C[C@@H](O)CC(=O)[C@H](C)OCc1ccccc1)OC | 12 | -5 | -1
59 | COc1ccc(C2(C)C(C#N)C(=O)NC(=O)C2C#N)cc1 (stereo not drawn) | 7 | 1 | 2
60 | COc1cc(C(=O)NCCCN2CCCC2=O)ccc1OCc1ccc(Cl)cc1Cl | 3 | -6 | 4
61 | CC(=O)N1CCc2cc([N+](=O)[O-])ccc21 | 9 | -7 | 3
62 | CCCOc1ccccc1/C=N/NC(=O)C1CC1 | 7 | 2 | -2
63 | O=C(CCNS(=O)(=O)c1ccc(OC(F)(F)F)cc1)N1CCCC1 | 7 | 1 | 2
64 | Oc1[nH]c2ccccc2c1N=Nc1c(F)c(F)c(F)c(F)c1F | 5 | 7 | 0
65 | CCN(CC)S(=O)(=O)c1ccc(=O)n(CC(=O)N2Cc3ccccc3CC2C(N)=O)c1 (stereo not drawn) | 11 | 6 | 2
66 | NC(=O)C1=C(c2ccccc2)c2ccccc2C1=O | 14 | -4 | -2
67 | COc1ccc(/C(O)=C2/C(=O)C(=O)N(c3ccccn3)C2c2ccc(C(C)C)cc2)cc1 (stereo not drawn) | 12 | 14 | 1
68 | CCOC(=O)Cc1csc(SCC(=O)NC2CCCC2)n1 | 0 | 5 | 0
69 | Cc1ccc(NC(=O)Cn2nc(C)c([N+](=O)[O-])c2C)cc1Cl | -2 | -1 | 2
70 | Cc1cc([N+](=O)[O-])c2ccccc2c1NS(=O)(=O)c1ccccc1 | 8 | 7 | 3
71 | Cc1ccc(NC(=O)COC(=O)Cn2c(C)csc2=O)cc1S(=O)(=O)N1CCOCC1 | 3 | 0 | 0
72 | Cc1nc2cc(Cc3ccccc3)ccc2o1 | 8 | 1 | 10
73 | COc1ccccc1CCNC(=O)c1cc(-c2ccccn2)nc2ccccc12 | 11 | 8 | -4
74 | CCOc1ccc2nc(SCC(=O)N(CC(C)C)c3c(N)n(CC(C)C)c(=O)[nH]c3=O)[nH]c2c1 | 3 | 2 | 3
75 | O=c1cc2c(c(-c3ccccc3)n1Cc1ccccc1)[C@H](CCO)NC2 | 2 | 6 | 5
76 | COC(=O)c1c(-c2ccc(C)cc2)csc1NC(=O)Cc1ccc(OC)c(OC)c1 | 4 | 0 | -1
77 | CSc1nc(O)c(Nc2ccccc2)c(=O)[nH]1 | 10 | -4 | 1
78 | CCOc1ncccc1C(=O)Nc1ccc2c(c1)OCCCO2 | 4 | 8 | 9
79 | Cc1c(O)ccc2c(=O)c(Oc3ccccc3)coc12 | 5 | 7 | 0
80 | CCn1cc(CCCC(=O)NCc2ccccc2OC)c2ccccc21 | 4 | 4 | 7
81 | COc1cccc(N2CCN(C(=O)c3cc(-c4ccc(F)cc4)[nH]c3C)CC2)c1 | 4 | 2 | 2
82 | O=C(NCc1ccccn1)C1CCCN(S(=O)(=O)c2cc(Cl)ccc2Cl)C1 (stereo not drawn) | 3 | 6 | 1
83 | NC(=S)NN=C1C=CCCC1 | 16 | -1 | 7
84 | CCc1ccccc1N(C(=O)c1snc(C(N)=O)c1N)C(C(=O)NCC1CCCO1)c1ccc(OC)c(OC)c1 (stereo not drawn) | 1 | -5 | 7
85 | CCOc1ccc(CCNC(=O)COC(=O)c2cc(S(=O)(=O)N3CCOCC3)ccc2F)cc1OCC | 10 | -2 | -3
86 | CCC(C)(C)c1ccc(OCCCC[n+]2cccc(C)c2)c(C(C)(C)CC)c1 | 2 | -6 | 3
87 | O=c1[nH]c2cc3c(cc2cc1CN(CCc1ccccc1)C(=S)NCCCN1CCOCC1)OCCO3 | 5 | 28 | 4
88 | COC(=O)c1cc(COC(=O)c2ccc(OC)c(S(=O)(=O)N3CCCC3)c2)oc1C | 8 | 41* | 2
89 | O=C(Cn1cc(COc2c(Br)cc(F)cc2Br)nn1)c1ccc(O)cc1 | 11 | 2 | 8
90 | CC(C)=N/N=C1/NC(=O)C(c2ccccc2)S1 (stereo not drawn) | 10 | 0 | 6
91 | Cc1ccc(S(=O)(=O)N2CCCCC2)cc1C(=O)OC(C)C(=O)NC1CCCCC1C (stereo not drawn) | 4 | 3 | -4
92 | CCCn1c(=O)c2ccccc2n2c(SCC(=O)c3cc(C)n(CCOC)c3C)nnc12 | 8 | 10 | 0
93 | O=C(Nc1ccn(CCCNCc2ccccc2)c(=O)n1)OCc1ccccc1 | 7 | 9 | 6
